# Screening results (PubChem)
# PTHR1 agonist: PTHR1 (human) receptor agonism; Q03431; HEK293 GP2 PTHR1 cells, GloSensor cAMP luminescence, 1 h; Potency, µM (doses to about 115 µM), for the others: at the highest dose activation, actives largely listed as activators; 410,000 compounds, 0.075% hits; further: potency means the concentration at half of the fitted maximal effect; nearly all actives have a fitted effect of over 55% in size; some results filed as inactive show a strong effect at the top dose; inactives centre near -15; many of its hits are not listed in these tables
# Target sequence (Q03431 whole entry, looked up): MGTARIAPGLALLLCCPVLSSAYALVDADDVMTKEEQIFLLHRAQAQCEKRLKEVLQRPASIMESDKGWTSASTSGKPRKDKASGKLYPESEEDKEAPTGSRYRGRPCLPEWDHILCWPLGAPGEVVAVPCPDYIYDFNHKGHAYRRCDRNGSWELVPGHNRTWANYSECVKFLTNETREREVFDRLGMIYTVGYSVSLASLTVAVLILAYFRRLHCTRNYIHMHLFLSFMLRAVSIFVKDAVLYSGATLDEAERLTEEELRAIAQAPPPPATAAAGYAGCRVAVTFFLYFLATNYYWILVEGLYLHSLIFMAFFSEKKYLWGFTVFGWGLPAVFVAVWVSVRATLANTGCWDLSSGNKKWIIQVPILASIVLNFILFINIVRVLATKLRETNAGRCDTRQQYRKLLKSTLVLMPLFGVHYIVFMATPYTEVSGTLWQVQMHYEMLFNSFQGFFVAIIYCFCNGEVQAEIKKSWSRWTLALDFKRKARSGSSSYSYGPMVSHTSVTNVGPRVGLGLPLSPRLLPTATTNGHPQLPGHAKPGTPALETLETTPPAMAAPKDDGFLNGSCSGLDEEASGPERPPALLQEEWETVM
#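 HEK-293-derived GP2 cells expressing PTHR1 and a GloSensor cAMP reporter, 3,000/well, plated overnight, given luciferin plus IBMX (each 0.5 mM as added) for 1 h at 37 °C, then compound for 1 h at 37 °C. Luminescence was read after 15 min at room temperature.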
# D3 ag: D3 dopamine receptor (human) agonism; D3R DiscoveRx beta-arrestin cells, luminescence, 90 min; max activation, %; 410,000 compounds, 0.58% hits; AID 652048; in the data active means max activation above about 30%; further: 0% is about no effect; mostly tested at two doses, the higher about 12 µM
# Target sequence (P35462 whole entry, looked up): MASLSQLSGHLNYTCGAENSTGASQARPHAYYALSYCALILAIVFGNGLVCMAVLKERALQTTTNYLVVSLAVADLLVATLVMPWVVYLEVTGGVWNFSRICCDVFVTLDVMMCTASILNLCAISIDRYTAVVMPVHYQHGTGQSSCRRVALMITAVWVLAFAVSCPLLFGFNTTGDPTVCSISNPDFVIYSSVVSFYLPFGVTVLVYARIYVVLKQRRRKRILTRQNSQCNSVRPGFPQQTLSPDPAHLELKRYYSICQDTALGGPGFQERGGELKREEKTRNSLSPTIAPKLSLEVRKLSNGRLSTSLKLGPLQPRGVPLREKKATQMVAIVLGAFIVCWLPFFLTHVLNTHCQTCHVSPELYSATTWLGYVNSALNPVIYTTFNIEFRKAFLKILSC
#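 Agonist-mode cell screen: cells plated at 1500/well and incubated overnight at 37 °C, then exposed to library compounds for 90 min at 37 °C. Detection reagent was added for 30–60 min at room temperature, and luminescence was read.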
# Akt phos inh: Akt phosphorylation inhibition. activity change, % for hits at 50 µM. Neuro2A IGF-stimulated pAkt S473 HTRF, 20 min; hits give low values. 360,000 compounds, 0.32% hits. AID 651550; in the data active means activity change below about -80%; inconclusive means mostly about -51% to -80%; further: on the % scale 0 is the no-effect control and ±100 the full control effect
#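 Single-point screen (50 µM final compound) in Neuro2A cells stimulated 20 min with 6 nM IGF at 37 deg C. After lysis, Ser473-phosphorylated Akt read by HTRF (ex 330 nm, em 615/665 nm) as the 665/615 ratio.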
# MmCpn inh: blocks the Methanococcus maripaludis chaperonin Mm-Cpn | 330,000 compounds, 0.031% hits | purified Mm-Cpn ATPase, ADP Transcreener TR-FRET | Potency, µM (top dose mostly 76.9 µM), inactives show at the highest dose activity, negative = inhibition, most hits filed as inhibitors; further: potency means the concentration at half of the fitted maximal effect; on the % scale 0 is the no-effect control and ±100 the full control effect; nearly all actives have a fitted effect of over 80% in size
#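 Reaction buffer contained 30 mM Tris pH 7.4, 100 mM KCl, 5 mM MgCl2 and 1 mM DTT. Mm-CPN (25 nM final) hydrolysed 10 uM ATP over 30 min at 37°C; ADP was read by HTRF.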
# D3 antag: D3 dopamine receptor (human) antagonism; D3R cells, DiscoveRx beta-arrestin luminescence, antagonist mode; hits give low values; max response, negative = inhibition, %; 360,000 compounds, 2.5% hits; in the data active means max response below about -50%; inconclusive means no clear call, values can overlap the other calls; further: on the % scale 0 is the no-effect control and ±100 the full control effect; mostly tested at two doses, the higher about 12 µM
#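 Cells plated overnight at 1500 cells/well, then exposed to library compounds with dopamine controls for 90 minutes at 37 degrees C. DiscoveRx reagent added for 30–60 minutes at room temperature; luminescence read, quantitative HTS format.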
# CCT chaperon mod: changes cytosolic chaperonin activity | purified chaperonin ATPase assay, HTRF ADP detection, 30 min | activity change, % (concentration not given with the values), hits read low | 360,000 compounds, 0.3% hits | AID 651819; in the data active means activity change below about -30%; further: on the % scale 0 is the no-effect control and ±100 the full control effect
#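 ATPase activity: ADP formed was measured by HTRF Transcreener (665/615 nm ratio) after 30 min at 37 deg C with 10 uM ATP. Compounds screened at one 76 uM concentration against 40 or 20 nM TRiC in Tris pH 7.4/KCl/MgCl2/DTT buffer.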
# EPAC2 agonist: EPAC2 (human) agonism | EPAC2 activation, biochemical qHTS; response scale: 100% = 6.5 mM cAMP response | Potency, µM (titrated, usually from 154 µM), for inactives: top-dose activation, hits mostly activators | 360,000 compounds, 0.079% hits; further: potency means the concentration at half of the fitted maximal effect; nearly all actives have a fitted effect of over 50% in size
#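 Guanine nucleotide exchange by EPAC2 is measured as reduced fluorescence of BODIPY-GDP once it is released from 250 nM Rap1B. Plates are read kinetically for 30 min at room temperature; results are scaled to 6.5 mM cAMP.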
# EPAC2 antagonist: blocks human EPAC2 exchange factor. AID 720708. Q8WZA2. EPAC2 GEF exchange of Rap1B-BODIPY-GDP, fluorescence. Potency, µM (doses to about 114 µM), inactives show at the top dose activity, negative = inhibition, actives largely listed as inhibitors. 360,000 compounds, 0.18% hits; further: potency means the concentration at half of the fitted maximal effect; on the % scale 0 is the no-effect control and ±100 the full control effect; nearly all actives have a fitted effect of over 45% in size; many of its hits are not listed in these tables
# * hit, by the source's call; i = inactive; ? = inconclusive; nt = not tested or not shown; & = joins results of further samples; [ ] = another dose, or the depositor's remark. Unless noted, the call rests on the fitted dose curve; in most records, active means well fitted curve in the direction sought with a large enough effect; inconclusive means small, poorly fitted or top-dose-only effect, or another doubt; inactive means no such curve, though single readings can be large; an effect the other way counts as inactive or inconclusive. The list is partial, so the mix of outcomes need not match the whole.
SMILES,PTHR1 agonist,D3 ag,Akt phos inh,MmCpn inh,D3 antag,CCT chaperon mod,EPAC2 agonist,EPAC2 antagonist
Cc1c(C(=O)N2CCN(C3CCS(=O)(=O)C3)CC2)oc2ccc(Cl)cc12 (stereo not drawn),i,5.0,i,-0.4%,17.7,0.5,4.5%,25.4%
Oc1c(C(c2ccco2)N2CCOCC2)sc2ncnn12 (stereo not drawn),-0.1%,-1.2,i,2.4%,-18.0,-2.0,16.4%,3.3%
COc1ccccc1CN1C(=O)CN(C2CCCC2)C(=O)C1c1ccc(F)cc1 (stereo not drawn),i,-9.7,i,4.0%,0.0,-0.9,10.7%,-1.6%
Cc1cc(C)c2c(c1C)C(=O)CCC2,i,6.6,i,nt,12.9,-0.1,0.1%,0.4%
COc1ccc(OC)c(S(=O)(=O)NCc2cn3c(C)csc3n2)c1,-32.5%[inhibitor],-1.4,i,-3.3%,26.9,0.0,11.4%,1.5%
O=C1CSC(c2cccnc2)N1Cc1ccc(Cl)cc1 (stereo not drawn),-9.7%,-3.6,i,-0.6%,44.8,1.8,6.4%,-7.2%
CCOC(=O)CC(c1ccc([N+](=O)[O-])cc1)n1c(C)ccc1C (stereo not drawn),i,-1.8,i,-2.2%,4.4,-2.4,1.3%,-13.8%
CCOC(=O)C1(C)CCCCCN1C(=O)c1snnc1C (stereo not drawn),-21.8%,7.9,i,nt,11.3,-1.5,4.6%,-0.4%
Cn1nnc2cc(C(=O)N3CCC(c4ccccc4)C3)ccc21 (stereo not drawn),-8.0%,-1.1,i,0.8%,0.0,-0.7,-2.6%,2.5%
COc1ccc(N2CCN(C(=O)Cn3c(=O)c4cccn4c4cccnc43)CC2)cc1,-34.5%[inhibitor],-13.7,i,3.7%,8.6,0.1,-7.8%,0.2%
Cc1cccc(C(=O)c2cn[nH]c2-c2ccc(C)cc2O)c1,i,5.4,i,0.7%,1.2,-4.2,8.8%,12.6%
Cc1cccc(NC(=O)CCC(=O)N/N=C/c2cccnc2)c1,29.2%,-1.9,i,-4.6%,-28.2,-0.1,16.4%,-0.7%
COc1ccc(NS(=O)(=O)c2cc(N=Nc3c(O)[nH]c(=O)[nH]c3=O)ccc2Cl)cc1,i,-2.2,i,-5.4%,-3.2,-4.0,8.3%,-2.2%
Cc1nc2nc(-c3ccc(F)cc3)cn2nc1C,-73.0%[inhibitor],-0.5,i,-2.3%,6.6,0.5,-1.1%,5.5%
Cc1cccc(N(C(=O)c2ccc(CN3CCOCC3)o2)C(C(=O)NC2CCCCC2)c2ccc(F)cc2)c1 (stereo not drawn),-7.9%[57.5 µM],-9.2,i,-3.8%,-2.5,2.3,-18.7%,-0.9%
CCCc1cc(=O)oc2cc(C)cc(OCC(=O)NCc3cccnc3)c12,-4.9%,9.4,i,0.0%,15.7,-0.8,-5.0%,-0.7%
CSc1ccccc1OCc1cc(C(=O)NCCn2ccnc2C)no1,i,2.0,i,1.1%,3.8,-0.5,-2.1%,5.4%
COc1c(S(=O)(=O)N2CCCCC2)ccc2c(S(=O)(=O)N3CCCCC3)cccc12,i,5.2,i,nt,39.2,-1.0,2.4%,-3.3%
CC1CCN(CC(C)OC(=O)c2ccco2)CC1 (stereo not drawn),i,-21.9,i,-1.4%,-14.7,1.5,6.0%,5.6%
CCCCCCCC(=O)C(C)C(=O)N(C)[C@H](Cc1ccc(OC)cc1)C(=O)N(C)[C@H](C(N)=O)C(C)C (stereo partly drawn),i,3.0,i,1.6%,45.0,0.1,7.7%,-5.9%
Cc1ccc2oc(=O)n(CC(=O)OC(C)C)c2c1,i,0.1,i,1.3%,-13.0,-2.0,-3.4%,5.9%
O=C(Nc1ccc(CN2CCCCC2)cc1)Nc1ccc(Br)cc1Cl,i,-28.5,i,0.1%,-79.4*,-5.4,8.0%,-15.5%
Cc1cnc(NC(=O)C2COc3ccccc3O2)s1 (stereo not drawn),-14.0%[57.5 µM],-0.6,i,-2.8%,15.9,-1.4,-9.2%,-5.9%
O=C(OCc1cn([C@@H]2CN(C(=O)c3cccs3)[C@@H](c3ccc(Cl)cc3)C[C@H]2O)nn1)c1ccccc1,-41.4%[inhibitor],4.3,i,nt,-15.0,-0.4,7.4%,1.5%
CCN(CC)S(=O)(=O)c1cc([N+](=O)[O-])ccc1NNC(=O)Nc1ccccc1OC,i,-4.8,i,-1.1%,-85.9*,2.7,-2.2%,-11.0%
COc1ccc(CC(=O)N2CCN=C2SCc2cccc([N+](=O)[O-])c2)cc1,-19.3%,3.9,i,0.9%,-19.4,0.3,10.2%,?
Brc1ccc(Nc2nc(-c3cccnc3)cs2)cc1,-23.0%,5.0,i,1.2%,4.9,1.3,4.5%,1.7%
CCN1C(=O)[C@H]2[C@@H](c3ccc(C)cc3)N[C@]3(CCCN(Cc4ccc(Cl)cc4)C3=O)[C@H]2C1=O,-11.0%,-6.6,i,nt,-6.1,-4.8,18.2%,0.2%
O=C(CN1C(=O)C2CC=CCC2C1=O)Nc1ccc(S(=O)(=O)Nc2nccs2)cc1 (stereo not drawn),-16.7%,0.9,i,-1.0%,14.6,-0.4,6.3%,-15.1%
CCCCCCCCNC(C)C(O)c1ccc(SC(C)C)cc1 (stereo not drawn),-12.4%,-81.8&-16.3,i,0.7%[15.4 µM],?,-1.3,-0.8%,?
CNc1nc(Cl)c(SC)c(NCc2ccc(F)cc2)n1,-1.7%,0.2,i,1.4%,20.0,-3.0,18.9%,?
c1ccc2c(Nc3ccc(N4CCOCC4)cc3)nc(N3CCOCC3)nc2c1,?,-2.6,i,0.2%,-15.4,2.0,8.5%,1.7%
COCCNC(=O)c1cc2c(Br)ccc(Br)c2nc1N,29.3%,-3.6,i,nt,-12.2,2.2,3.0%,-5.2%
O=C(O)c1ccc(S(=O)(=O)NCC2CCCO2)cc1 (stereo not drawn),i,0.0,i,0.4%,-1.4,3.1,3.6%,2.3%
C=CCn1c(SCC(=O)N2CCc3ccccc3C2)nc2sc(C)cc2c1=O,-12.3%[57.5 µM],6.5,i,-1.4%,21.1,-1.9,13.4%,-0.4%
O=C(NCc1cccs1)C1CCN(C(=O)NCc2ccccc2)CC1,i,-0.8,i,0.0%,1.9,0.6,3.2%,1.5%
CCS(=O)(=O)N1Cc2cc(C(=O)NCCOC)nc(-c3cccc(-c4ccncc4)c3)c2[C@H]1CCO,-24.8%,-15.6,i,nt,0.0,-1.4,5.7%,9.1%
COc1ccccc1CN1CC(C(=O)NCc2ccc(C)c(F)c2)CCC1=O (stereo not drawn),i,-2.6,i,0.4%,-6.7,-0.6,-3.7%,1.5%
CC(=O)N/C(=C/c1ccccc1)C(=O)NC(Cc1ccccc1)C(=O)O (stereo not drawn),i,2.2,i,0.7%,10.8,1.4,0.9%,19.4%
COc1ccc(CN2C(=O)c3ccccc3C2C(=O)NCc2cccnc2)c(OC)c1 (stereo not drawn),i,7.2,i,-2.1%,12.2,-0.2,-1.0%,6.7%

# Some of these compounds in order of molar mass, largest number first:
SMILES,PTHR1 agonist,D3 ag,Akt phos inh,MmCpn inh,D3 antag,CCT chaperon mod,EPAC2 agonist,EPAC2 antagonist
COCCNC(=O)c1cc2c(Br)ccc(Br)c2nc1N,29.3%,-3.6,i,nt,-12.2,2.2,3.0%,-5.2%
c1ccc2c(Nc3ccc(N4CCOCC4)cc3)nc(N3CCOCC3)nc2c1,?,-2.6,i,0.2%,-15.4,2.0,8.5%,1.7%
COc1ccccc1CN1CC(C(=O)NCc2ccc(C)c(F)c2)CCC1=O (stereo not drawn),i,-2.6,i,0.4%,-6.7,-0.6,-3.7%,1.5%
CC(=O)N/C(=C/c1ccccc1)C(=O)NC(Cc1ccccc1)C(=O)O (stereo not drawn),i,2.2,i,0.7%,10.8,1.4,0.9%,19.4%
CNc1nc(Cl)c(SC)c(NCc2ccc(F)cc2)n1,-1.7%,0.2,i,1.4%,20.0,-3.0,18.9%,?

# (list continues)
SMILES,PTHR1 agonist,D3 ag,Akt phos inh,MmCpn inh,D3 antag,CCT chaperon mod,EPAC2 agonist,EPAC2 antagonist
CC(=O)Nc1ccc(OC(=O)c2ccco2)cc1,0.9%,-11.7,i,-0.4%,-20.8,-2.7,6.0%,1.7%
CCN(CC)CCCNC(=O)Cn1cnc2sc(C)c(S(=O)(=O)N3CCC(C)CC3)c2c1=O,-1.7%,-11.0,i,1.1%,-10.6,-3.7,4.2%,-5.1%
Cn1c(SCC(=O)N2CCCC2)nc2cccnc21,i,-10.1,i,-3.3%,10.9,2.5,-6.0%,5.0%
CC(=O)N1CCCc2cc(S(=O)(=O)N3CCCC(C(=O)Nc4cc(C)ccc4C)C3)ccc21 (stereo not drawn),-14.5%,5.1,i,1.6%,16.8,0.6,-14.3%,44.7%[activator]
Cc1ccc(F)c(S(=O)(=O)NC(=O)C2(C)CCN2C(=O)Cc2ccc(Cl)cc2Cl)c1 (stereo not drawn),i,1.5,i,nt,17.1,0.5,2.2%,-5.1%
O=C(NCCN1C(=O)S/C(=C/c2ccccc2)C1=O)C1CCCN1C(=O)c1cccs1 (stereo not drawn),i,2.7,i,-1.1%,15.3,-1.9,0.0%,1.8%
CCS(=O)(=O)N1CCN(c2ccc(Cl)cc2[N+](=O)[O-])CC1,-12.9%,3.3,i,-0.5%,10.0,0.3,-10.4%,0.6%
O=C(N/N=C1\CCCc2ccccc21)c1ccc([N+](=O)[O-])cc1,-11.3%[57.5 µM],-9.0,i,3.2%,-2.2,-1.9,-2.3%,1.4%
